Y pestis TopoI: inhibitors of Yersinia pestis topoisomerase I; Y. pestis Topo-I cleavage product accumulation, plate reader; activity, % at 10 µM; 360,000 tested, 0.064% active; AID 504884; in the data active = activity above about 50%, passing the limit was not always enough; note: inactives centre near 2
Mtb FBA inh: inhibits M. tuberculosis FBA enzyme. 360,000 tested, 2.3% active. P9WQA3. purified M. tuberculosis FBA, fluorescence read-out. inhibition, % at 1 µM; in the data active = inhibition above about 27%;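 note: 0% = vehicle and 100% = reference inhibitor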
Target sequence (P9WQA3 whole entry, looked up): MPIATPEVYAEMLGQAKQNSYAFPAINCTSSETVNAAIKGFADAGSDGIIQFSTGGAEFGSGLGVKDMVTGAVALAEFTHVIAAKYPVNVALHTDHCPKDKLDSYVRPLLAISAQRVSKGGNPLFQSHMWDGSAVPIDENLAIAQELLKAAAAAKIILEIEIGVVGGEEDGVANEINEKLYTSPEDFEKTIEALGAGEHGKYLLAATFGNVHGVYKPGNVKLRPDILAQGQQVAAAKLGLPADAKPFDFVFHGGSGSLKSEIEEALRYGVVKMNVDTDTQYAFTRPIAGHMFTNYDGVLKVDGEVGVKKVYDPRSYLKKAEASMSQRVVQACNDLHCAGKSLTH
PfHsp40 rescue: restores yeast growth despite PfHsp40 toxicity | S. cerevisiae expressing PfHsp40, growth rescue, ATP luminescence | 340,000 tested, 0.68% active | growth rescue, % at 12.5 µM; in the data active = growth rescue above about 28%, passing the limit was not always enough;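 note: yeast W303a lacking pdr1 and pdr3 grown in galactose medium; growth measured after three days at 30 °C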
BH1578 lux ind: inducers of Vibrio cholerae quorum light production without autoinducers; V. cholerae BH1578 lux reporter, luminescence, 6 h; 350,000 tested, 0.16% active; activation, % at 18.7 µM; in the data active = activation mostly above about 9.7%, no sharp cut-off; note: not every result past the cut was called active; inactives centre near 0; reference of the scale not given here
Mtb UGM inh: blocks M. tuberculosis UGM enzyme; inhibition, % at 10 µM; purified UGM, fluorescence polarization probe displacement; 320,000 tested, 0.06% active; AID 504406; P9WIQ1; in the data active = inhibition above about 10%, passing the limit was not always enough
Target sequence (P9WIQ1 whole entry, looked up): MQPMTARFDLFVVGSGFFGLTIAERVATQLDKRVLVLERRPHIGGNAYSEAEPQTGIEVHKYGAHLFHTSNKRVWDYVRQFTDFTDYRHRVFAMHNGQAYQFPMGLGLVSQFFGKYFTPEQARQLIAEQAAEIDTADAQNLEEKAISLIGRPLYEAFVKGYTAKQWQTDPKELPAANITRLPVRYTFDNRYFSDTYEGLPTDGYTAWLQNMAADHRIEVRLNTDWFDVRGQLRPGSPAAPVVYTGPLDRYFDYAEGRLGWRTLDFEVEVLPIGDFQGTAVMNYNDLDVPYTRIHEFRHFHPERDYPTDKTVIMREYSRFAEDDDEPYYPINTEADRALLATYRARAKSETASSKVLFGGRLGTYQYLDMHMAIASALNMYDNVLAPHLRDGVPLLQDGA
BioA inh: inhibitors of Mycobacterium tuberculosis BioA enzyme; purified M. tuberculosis BioA enzyme, plate reader; inhibition, % at 9.99 µM; 360,000 tested, 0.096% active; AID 602481; in the data active = inhibition above about 40%
FadD28 binding: blocks FadD28 binding to the bisubstrate probe; 360,000 tested, 0.22% active; AID 588549; inhibition, % at 12.5 µM; fluorescence polarization; in the data active = inhibition above about 8.5%, passing the limit was not always enough
TcdB inh: TcdB glycohydrolase inhibition; P18177; TcdB glycohydrolase enzymatic assay, plate reader; inhibition, % at 9.99 µM; 350,000 tested, 0.24% active; AID 652162; in the data active = inhibition above about 10%
GDH-TPI inh: GDH-TPI coupled enzyme inhibition counter-screen. GDH-TPI coupled enzyme counterscreen, NADH absorbance. inhibition, % at 4.8 µM. 360,000 tested, 1.2% active. AID 588335; in the data active = inhibition above about 30%;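 note: 0% = DMSO wells and 100% = wells lacking the enzyme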
Starred values were filed as active, the others as inactive; i = inactive; / = no result given; & = joins results of further samples.

nr	SMILES	Y pestis TopoI	Mtb FBA inh	PfHsp40 rescue	BH1578 lux ind	Mtb UGM inh	BioA inh	FadD28 binding	TcdB inh	GDH-TPI inh
1	CNC(=O)CC1C(=O)N(Cc2ccccc2)C(=S)N1NC(=O)c1cccc(F)c1 (stereo not drawn)	7	0	-0.6	-0.6	-0.1	0.1	-0.8	1.0	9
2	O=C(CCNC(=O)OCc1ccccc1)NC1CCCCCC1	-1	1	-1.6	-0.3	-3.8	/	-1.8	0.0	5
3	COc1ccc(Nc2nc3ccccc3c(=O)s2)c(OC)c1	-1	0	-0.6	-0.7	-1.2	-0.9	-1.2	/	1
4	O=C(Nc1ccc2nc([C@@H]3O[C@H](CO)[C@@H](O)[C@H](O)[C@H]3O)[nH]c2c1)NC(c1ccccc1)c1ccccc1	-3	1	/	0.1	/	0.6	-0.8	0.8	-4
5	COc1ccc(-n2ncc3c(N4CCN(Cc5ccccc5)CC4)ncnc32)cc1	11	2	4.5	-6.7	-1.4	-1.2	-1.3	1.0	-4
6	COC(=O)Nc1ccc(S(=O)(=O)Nc2cc(C(F)(F)F)c[nH]c2=O)cc1	-8	-1	1.6	-0.3	2.6	0.4	-6.0	-2.5	5
7	COc1ccc(C(=O)N2CCCC(CCC(=O)NCc3ccc(F)c(F)c3)C2)cc1F (stereo not drawn)	12	1	-0.6	i	0.1	/	-3.0	0.5	2
8	COc1cccc(-c2csc(NC3OC(=O)c4c3ccc(OC)c4OC)n2)c1 (stereo not drawn)	-3	2	/	i	-1.8	-0.7	-4.3	-1.3	-7
9	Cc1cc(C)nc(-n2nc(C)c(Oc3ccccc3O)c2C)n1	1	0	-1.1	i	1.2	/	-1.2	/	-4
10	NS(=O)(=O)c1ccc(NC(=O)CN2CCCc3ccccc32)cc1	-3	4	-0.5	-0.5	-1.0	/	-2.2	0.3	4
11	CCOC(=O)c1cc2sccc2n1CC(=O)N1CCCC1	11	1	-1.6	-0.4	1.1	17	0.1	1.0	0
12	Cc1ccc(CC2CC(=O)N(c3nc4ccccc4s3)C2=O)cc1 (stereo not drawn)	17	4	-0.9	-0.3	-0.2	/	-5.2	1.5	-12
13	CC(=O)Nc1cc(C(N)=O)c(Cl)cc1Cl	-2	2	0.1	-0.3	-2.1	-0.5	-1.4	/	-2
14	C=CCNC(=O)N1CCC(n2nccc2NC(=O)CCCc2ccccc2)CC1	1	4	-1.6	i	2.1	2.0	-1.7	0.8	-1
15	C/C(=N\NC(=O)c1cccc(N/N=C(\C)c2ccco2)c1)c1ccco1	-1	2	-0.2	0.0	/	/	-0.9	-0.1	6
16	Cc1cc(C)n(C(=O)CCCn2cc([N+](=O)[O-])cn2)n1	0	6	0.2	i	0.3	/	-2.1	0.7	4
17	CCNc1nc(NC(C)(C)C)nc(N(C#N)CC)n1	9	2	-0.4	-0.3	2.4	1.7	-0.2	/	14
18	Cc1ccccc1C(=O)Nc1ccc(O)c2c(=O)cc(-c3ccccc3Cl)oc12	6	7	1.4	-0.4	2.1	0.2	-0.7	-0.7	13
19	O=C(CCc1nc2ccccc2[nH]c1=O)OCc1ccc(S(=O)(=O)N2CCOCC2)cc1	0	7	0.3	-14	0.6	-1.3	-1.4	-0.3	23
20	CCOc1ccc(N=Nc2c(C)noc2C)cc1	13	0	-1.1	1.4	1.7	0.3	0.2	2.3	3

A second format for 4 compounds above:
5. COc1ccc(-n2ncc3c(N4CCN(Cc5ccccc5)CC4)ncnc32)cc1
6. COC(=O)Nc1ccc(S(=O)(=O)Nc2cc(C(F)(F)F)c[nH]c2=O)cc1
7. COc1ccc(C(=O)N2CCCC(CCC(=O)NCc3ccc(F)c(F)c3)C2)cc1F (stereo not drawn)
8. COc1cccc(-c2csc(NC3OC(=O)c4c3ccc(OC)c4OC)n2)c1 (stereo not drawn)

| Assay by compound | 5 | 6 | 7 | 8 |
| --- | --- | --- | --- | --- |
| Y pestis TopoI | 11 | -8 | 12 | -3 |
| Mtb FBA inh | 2 | -1 | 1 | 2 |
| PfHsp40 rescue | 4.5 | 1.6 | -0.6 | / |
| BH1578 lux ind | -6.7 | -0.3 | i | i |
| Mtb UGM inh | -1.4 | 2.6 | 0.1 | -1.8 |
| BioA inh | -1.2 | 0.4 | / | -0.7 |
| FadD28 binding | -1.3 | -6.0 | -3.0 | -4.3 |
| TcdB inh | 1.0 | -2.5 | 0.5 | -1.3 |
| GDH-TPI inh | -4 | 5 | 2 | -7 |

(listing goes on)
nr	SMILES	Y pestis TopoI	Mtb FBA inh	PfHsp40 rescue	BH1578 lux ind	Mtb UGM inh	BioA inh	FadD28 binding	TcdB inh	GDH-TPI inh
21	O=C(CSc1nnc(Cn2nnc3ccccc32)o1)Nc1ccc(Cl)cc1	8	0	-1.3	i	-0.5	-3.0	-1.0	/	6
22	CCN(CC)S(=O)(=O)c1cc(C)c(C)cc1OCC(=O)NC1CCCC1	25	-1	1.1	i	0.6	1.4	-1.8	-0.2	-9
23	Cc1ccc(C(c2nnnn2C2CCCCC2)N(C)C2CCCCC2)cc1 (stereo not drawn)	11	1	0.4	-7.1	-2.8	-0.6	0.0	/	2
24	COc1ccc2oc(C(=O)Nc3ccccc3N3CCOCC3)c(C)c2c1	1	4	0.7	-1.1	0.0	0.8	0.4	1.6	12
25	NNC(=O)C1c2ccccc2Oc2ccccc21	13	0	0.1	i	-2.3	/	-1.1	0.9	4
26	CSc1nc2ccc(NC(=O)c3nn(C(C)C)c(=O)c4ccccc34)cc2s1	5	0	0.3	/	-2.4	/	-0.8	0.5	12
27	CC(C)(C)c1ccc(S(=O)(=O)NC(=O)C2(C)CCN2C(=O)CC2CCCCC2)cc1 (stereo not drawn)	7	3	/	-4.5	/	0.7	-1.5	1.8	4
28	CC(C)CC1NC(=O)N(Cc2cc(=O)n3ccsc3n2)C1=O (stereo not drawn)	-1	1	0.6	-0.3	-1.0	/	-1.4	1.0	3
29	COc1ccc(NC(=O)CN2C(=O)C(C)Oc3ccccc32)c(OC)c1 (stereo not drawn)	4	-4	-0.2	i	-0.4	-0.7	1.1	/	3
30	CCc1ccc(CN(C)Cc2nc(Cc3ccc(OC)c(OC)c3)no2)nc1	-1	1	-0.7	-3.3	-0.9	/	-2.8	0.1	3
31	S=C(NCC1CCCO1)NC1CC1 (stereo not drawn)	4	2	0.5	0.7	2.2	-2.1	0.3	-0.3	-3
32	COC(=O)C1C2C=CC3(CN(c4cccc(Cl)c4)C(=O)C13)O2 (stereo not drawn)	6	0	0.8	-0.2	-0.5	-0.5	-2.6	1.2	-4
33	Cc1ccc(C(=O)OCC(=O)NC2CCCCCCC2)cc1C	22	-4	/	-1.0	/	-0.3	-1.8	-0.3	-5
34	Cc1ccc(NC(=O)N[C@H](C(=O)O)C(C)C)c(C)c1	11	2	-0.5	2.0	-0.3	0.5	-1.8	1.0	7
35	Cc1cc(C)n(/N=C/c2cc(Cl)cc(Cl)c2O)c(=O)c1	-7	4	0.3	-0.7	1.2	/	-1.9	1.5	0
36	COc1ccc(NC(=O)CS(=O)CC(=O)Nc2ccc(F)cc2F)cc1 (stereo not drawn)	3	-4	0.2	-0.3	0.7	0.2	/	-0.5	-3
37	Clc1ccccc1-c1nnc(-c2ccc3c(c2)OCO3)o1	-9	33*	-0.9	i	3.6	-4.8	-0.3	-0.1	1
38	CCCCCN(C(=O)NC(=O)Nc1cccc(C)c1C)S(C)(=O)=O	7	1	0.9	-0.5	-0.1	/	1.2	2.9	5
39	O=S(=O)(NCc1cccs1)c1ccc(Br)cc1	7	4	-0.2	i	0.0	1.4	-2.3	-0.1	0
40	Cc1ccc2[nH]cc(CCNC(=O)c3cccnc3)c2c1	1	-1	0.9	-5.0	0.4	3.5	-3.0	1.3	-2
41	N=c1c(C(=O)NC2CCCC2)cc2c(=O)n3ccccc3nc2n1C1CCCC1	6	123*	0.5	i	-0.5	-0.9	-1.9	/	14
42	COc1cc(OC)c(C(=O)NCC2CCCO2)cc1OC (stereo not drawn)	0	2	0.0	-2.1	-1.2	0.8	-3.9	-0.8	-9
43	CCC(Sc1n[nH]c(=O)[nH]c1=O)C(=O)OCc1ccccc1 (stereo not drawn)	-4	-4	1.0	i	-0.7	-1.0	-1.8	/	2
44	CCCCOc1ccccc1Cn1c(=O)oc2ccc(C)cc21	10	-2	-0.9	-0.3	-0.7	0.0	-3.1	/	16
45	CCOC(=O)C1CCN(C(=O)c2ccc(NC(=O)C3CCCO3)cc2)CC1 (stereo not drawn)	4	0	-0.3	i	0.4	/	1.6	/	6
46	CCOCc1cnc(C)nc1NCC(=O)c1c(C)[nH]c2ccc(OC)cc12	8	-1	0.6	-1.7	-1.7	-0.1	-3.8	/	-2
47	COC(=O)c1c(NC(=O)Nc2ccc(Cl)cc2)sc(C)c1C	0	-1	1.7	i	1.5	-0.1	-0.9	/	10
48	O=C1CN(C(=O)c2c(F)cccc2F)C(c2ccccc2)c2cc(Br)ccc2N1 (stereo not drawn)	0	1	0.1	0.6	1.6	0.5	-2.2	-0.1	1
49	O=C(OCn1nnc2ccccc2c1=O)c1cccc(S(=O)(=O)N2CCOCC2)c1	8	-1	0.0	i	2.4	2.8	-3.5	-0.5	-4
50	O=C(CCc1nnc(-c2ccccc2)o1)NCc1c(F)cccc1F	7	1	0.0	-1.5	2.0	/	0.3	1.8	2
51	CCOC(=O)C(=O)N(Nc1ccccc1C)c1ccccc1C	-5	4	0.2	-0.2	-0.7	/	-1.0	1.3	3
52	O=c1onc(-c2ccc(Cl)cc2)n1Cc1ccc(F)cc1	-4	-5	0.6	-0.3	-1.3	1.8	-4.1	1.6	8
53	COC(=O)c1sccc1NC(=O)Cc1ccc(Br)cc1	4	0	7.8	-0.4	2.6	-1.7	-1.9	/	5
54	C[C@H](CO)N1C[C@H](C)[C@@H](CN(C)Cc2ccc(C(=O)O)cc2)Oc2ccc(NS(=O)(=O)c3cn(C)cn3)cc2C1=O	-2	2	-0.6	-0.5	3.2	-0.5&-1.0	0.0	-2.4&-1.8	3
55	O=C(CNC(=O)c1ccccc1F)OCC(=O)c1c[nH]c2ccccc12	-12	-2	3.0	-1.4	0.8	5.8	-2.1	1.9	2
56	CCCc1nnc(NC(=O)Cn2c(=O)oc3ccccc32)s1	1	2	-0.5	i	1.5	-1.7	-2.3	0.6	-3
57	COc1ccc2nc(N3CCN(C(=O)C4COc5ccccc5O4)CC3)sc2c1 (stereo not drawn)	27	3	-1.0	-0.3	-1.0	1.8	-1.5	-1.1	16
58	CCn1ccnc1CN(C)Cc1c(C(=O)N2C[C@@H](C)O[C@@H](C)C2)nc2ccc(Cl)cn12	-2	2	-0.6	i	-3.4	0.0	-0.7	0.7	4
59	CC1CN(c2ccccc2)C(=O)CS1 (stereo not drawn)	8	-5	0.0	i	1.0	-1.6	-4.4	/	-13
60	O=Nc1nc2ncccn2c1-c1ccccc1	1	0	0.8	0.8	/	/	-0.7	0.7	12
61	COc1ccc2oc(C)c(C(=O)c3ccc([N+](=O)[O-])cc3)c2c1	7	-1	11	-0.3	-2.0	/	-3.4	4.5	-5
62	CCCCN(CCCC)S(=O)(=O)c1ccc(C(=O)Nc2nnc(COC)o2)cc1	7	-1	-0.7	i	4.5	-2.4	-0.8	/	6
